# High-throughput results: PubChem, Broad Institute
# ARNT-TACC3 inh: disruptors of human ARNT/TACC3 interaction | Q9Y6A5 | AlphaScreen His-ARNT PAS-B/GST-TACC3 binding, luminescence; TACC3 fragment carries E629A point mutation | inhibition, % at 9.99 µM | 0.66% of 390,000 active | AID 623870;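 active means mean inhibition of replicates at least 50% and at least half of replicates each reaching 50%; inconclusive means half or more replicates reach 50% but mean below 50%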;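 further: 0% = complete ARNT plus TACC3 wells and 100% = ARNT alone without TACC3; many hits fall short of the cut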
# RAD52 inh: inhibitors of human RAD52 DNA annealing; P43351; recombinant RAD52 DNA annealing, FRET fluorescence; inhibition, % at 18.7 µM; 0.46% of 360,000 active; AID 651710;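 active means every replicate showing at least 50% inhibition; inconclusive means mean inhibition at least 50% but not in every replicate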
# Target sequence (P43351 whole entry, looked up): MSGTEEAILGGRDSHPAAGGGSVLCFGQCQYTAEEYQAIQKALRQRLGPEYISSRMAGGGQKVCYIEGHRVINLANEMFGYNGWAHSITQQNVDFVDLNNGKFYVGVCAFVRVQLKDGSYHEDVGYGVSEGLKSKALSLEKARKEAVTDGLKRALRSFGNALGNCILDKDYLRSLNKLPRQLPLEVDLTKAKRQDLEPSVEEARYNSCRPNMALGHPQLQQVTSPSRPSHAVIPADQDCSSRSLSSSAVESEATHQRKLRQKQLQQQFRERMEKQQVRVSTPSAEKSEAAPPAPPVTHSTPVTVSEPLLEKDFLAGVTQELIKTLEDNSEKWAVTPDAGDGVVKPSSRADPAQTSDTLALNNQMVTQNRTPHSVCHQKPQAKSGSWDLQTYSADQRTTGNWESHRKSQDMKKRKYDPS
# ERp5 inh: inhibitors of human ERp5; Q15084; ERp5 insulin aggregation, absorbance 650 nm, 90 min; inhibition, % at 9.99 µM; 0.05% of 350,000 active; AID 651711;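 active means mean replicate inhibition above about 25%, with every replicate also reaching it, limit read from the data, passing the limit was not always enough; inconclusive means only one of those two criteria met; inactive means neither criterion met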
# E-selectin induc: induces E-selectin expression in human endothelial cells. activation, % at 7.58 µM. P16581. HUVEC E-selectin immunofluorescence imaging; normalized: neutral wells 0, TNF-alpha wells 100. 0.37% of 260,000 active. AID 686992;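 active means mean E-selectin-positive cell signal at least 10% of the positive control, reached in at least 60% of replicates, without over 20% cell loss; inconclusive means no rule given, readout overlaps actives, possibly toxicity-flagged; inactive means the rest, including those meeting only one limit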;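 further: in these data hits start at about 27%; measured in HUVEC primary endothelial cells; signal is the percent of cells scored E-selectin positive by PE staining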
# Target sequence (P16581 whole entry, looked up): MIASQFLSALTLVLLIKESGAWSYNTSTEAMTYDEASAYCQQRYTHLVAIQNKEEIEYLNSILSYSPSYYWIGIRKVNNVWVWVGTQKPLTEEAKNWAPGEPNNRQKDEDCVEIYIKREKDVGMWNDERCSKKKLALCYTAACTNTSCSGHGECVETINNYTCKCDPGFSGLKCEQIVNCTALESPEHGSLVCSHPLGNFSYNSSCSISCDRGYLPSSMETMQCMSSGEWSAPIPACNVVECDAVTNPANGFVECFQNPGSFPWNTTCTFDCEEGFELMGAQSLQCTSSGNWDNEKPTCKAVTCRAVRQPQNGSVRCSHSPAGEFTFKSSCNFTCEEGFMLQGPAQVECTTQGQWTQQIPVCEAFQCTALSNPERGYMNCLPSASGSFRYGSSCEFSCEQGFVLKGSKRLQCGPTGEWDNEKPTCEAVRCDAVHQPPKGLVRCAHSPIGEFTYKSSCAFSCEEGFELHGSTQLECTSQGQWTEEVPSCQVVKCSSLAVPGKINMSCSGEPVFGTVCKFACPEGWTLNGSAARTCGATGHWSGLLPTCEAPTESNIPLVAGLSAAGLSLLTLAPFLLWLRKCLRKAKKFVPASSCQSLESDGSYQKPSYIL
#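 Test system: HUVEC; input: 3,000 HUVEC/well; measured by: immunofluorescence imaging; read-out: % PE-positive cells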
# Casp6 inh: blocks human caspase-6 cleavage activity; 0.53% of 350,000 active; purified caspase-6, Z-VEID-R110 cleavage fluorescence; inhibition, % at 12.5 µM; P55212;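 active means mean inhibition across replicates at least about 35%, with every replicate also reaching that limit, limit read from the data; inconclusive means only one of the two criteria met; inactive means neither criterion met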;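 further: 0% = median of neutral control wells and 100% = no fluorescence left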
# PglD DTNB: inhibitors of Campylobacter jejuni PglD acetyltransferase. 0.098% of 360,000 active. inhibition, % at 12.5 µM. purified PglD enzyme, DTNB colorimetric CoA detection; in the data active means inhibition above about 16%, passing the limit was not always enough; inconclusive means no clear call, values can overlap the other calls; further: strong numbers were not always called active
# RAD54 inh: RAD54 (human) branch migration inhibition; 0.14% of 360,000 active; inhibition, % at 10.4 µM; RAD54 Holliday junction branch migration, FAM/BHQ fluorescence;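 active means mean normalized replicate activity at least 40 and at least half of replicates scoring 40 or more; inconclusive means only one of the two criteria met; inactive means mean below 40 and under half of replicates reaching 40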;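 further: 0% = median of neutral control wells and 100% = median of positive control wells; inhibitors cause a drop in the FAM fluorescence signal; in these data hits start at about 50%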
# esBAF inh: inhibitors of esBAF chromatin remodeling in mouse ES cells. reporter increase, % at 12.5 µM. AID 602393. 2% of 350,000 active. Bmi1-luciferase knock-in reporter, 24 h; 100% = twice the neutral-well signal; in the data active means activation above about 40%; inconclusive means no clear call, values can overlap the other calls;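 further: 0% = median of the plate's neutral control wells and 100% = double that signal; a rise in the Bmi1 reporter signal indicates esBAF inhibition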
# An asterisk follows results filed as active; ? = inconclusive; nt = no result given; & = joins results of further samples; ! = not confirmed by another sample.
# The opening 2 compounds (preview)
SMILES,ARNT-TACC3 inh,RAD52 inh,ERp5 inh,E-selectin induc,Casp6 inh,PglD DTNB,RAD54 inh,esBAF inh
O=C(C1CCCCC1)N1[C@@H](CO)[C@@H]2c3ccccc3N(S(=O)(=O)c3ccccc3)C[C@@H]21,14,-1,-4,0.5,-1,1,1,-4
Cc1nnc(SCc2nnc(-c3cccs3)o2)n1C,-11,-2,-1,0.1,-4,nt,nt,nt

# The list itself (from the top)
SMILES,ARNT-TACC3 inh,RAD52 inh,ERp5 inh,E-selectin induc,Casp6 inh,PglD DTNB,RAD54 inh,esBAF inh
O=C(C1CCCCC1)N1[C@@H](CO)[C@@H]2c3ccccc3N(S(=O)(=O)c3ccccc3)C[C@@H]21,14,-1,-4,0.5,-1,1,1,-4
Cc1nnc(SCc2nnc(-c3cccs3)o2)n1C,-11,-2,-1,0.1,-4,nt,nt,nt
COc1ccc(CCNC(=O)c2cc(-c3ccccn3)nc3ccccc23)cc1,-5,-16,-10,nt,-4,-3,-7,0
Cc1ccc2[nH]c(-c3ccccc3)c(CN(C)C)c(=O)c2c1,-2,nt,nt,nt,nt,1,-3,10
Cn1c(C(O)c2ccc(Br)cc2)nc(Cl)c1Cl (centres undefined),5,-11,-3,nt,0,-1,7,nt
O=C(CSc1nnc(NC(=O)c2ccccc2F)s1)NC1CC1,-3,-2,-2,0.1,2,-2,16,28
O=C1c2ccccc2NC(c2cccs2)N1NS(=O)(=O)c1ccccc1 (centres undefined),-6,1,-2,-0.3,-1,nt,nt,-2
Cc1cccc2c(C(=O)O)c3cccc(C)c3nc12,-13,-32,1,nt,0,nt,nt,nt
CCn1c(SCC(=O)Nc2cc(C)on2)nnc1-c1ccccc1,-6,nt,nt,-0.3,nt,-4,-3,-4
Cc1ccc(S(=O)(=O)NCCC(=O)OCC(=O)Nc2ccccc2Cl)cc1,2,9,2,0.8,-1,nt,nt,nt
COCC(=O)N1CCCC(C(=O)c2ccc(Oc3ccccc3)cc2)C1 (centres undefined),-9,-2,-4,-0.9,0,nt,nt,nt
C[C@@H]1CN([C@H](C)CO)C(=O)c2cc(NS(=O)(=O)c3ccc(Cl)cc3)ccc2O[C@@H]1CN(C)Cc1ccncc1,-4,-5,-2,-13,1,0,4,-5
C[C@@H](NC(=O)C[C@H]1C[C@H]2c3cc(NC(=O)Nc4ccccc4F)ccc3O[C@H]2[C@H](CO)O1)c1ccccc1,-2,-13,1,0.6,-1,-1,3,-6
CSCCC(C)N1CCC(Oc2ccc(C(=O)NCc3ccccn3)cc2)CC1 (centres undefined),nt,-26,-4,0.0,-1,-5,-10,-2
COc1cccc(NC(=O)N[C@H]2C=C[C@H](CC(=O)Nc3ccccc3)O[C@H]2CO)c1,nt,-10,-8,-0.6,2,nt,nt,nt
NC(=O)c1ccc(Cl)c2ccccc12,-1,6,2,nt,-3,0,1,-8
Cc1ccc(C(=O)OCC(=O)N2CCCc3ccccc32)cc1C,-3,-10,4,0.3,1,14,-10,8
COc1ccc(NC(=O)c2cc(S(=O)(=O)N3CCCC3)ccc2C)cn1,0,-45,1,-0.7,4,1,2,-3
COc1ccc(S(=O)(=O)Nc2cccc3c2O[C@H](CN(C)C(=O)Nc2c(C)noc2C)[C@@H](C)CN([C@H](C)CO)C3=O)cc1,-3&-3,2&0,6&2,41*!,0&5,-1&2,-6&3,-3&-2
CCOC(=O)C1=NN(c2ccccc2)C2(S1)SC(C(C)=O)=C(C)N2c1ccccc1 (centres undefined),-3,nt,nt,nt,nt,-2,7,2
Cc1ccc(C)c(-c2cc(C(=O)Nc3cccc(C(=O)O)c3)c3ccccc3n2)c1,6,-9,3,nt,12,nt,nt,nt
O=c1cc(CN(Cc2ccccc2)Cc2ccccc2)c2c(ccc3ccccc32)o1,nt,-35,8,nt,-5,4,-15,3
CC(=O)Nc1ccc(-n2cc(-c3ccccc3)[nH]c2=S)cc1,-14,-8,1,-0.1,-1,-2,2,12
CC(C)(O)CC[C@@H](O)[C@](C)(O)C1CC[C@@]2(O)C3=CC(=O)[C@]4(O)C[C@@H](O)[C@@H](O)C[C@]4(C)C3CC[C@]12C (some centres undefined),-3,-19,7,-0.2,2,1,-13,-3
Cc1cccnc1NC(=O)CNC(=O)COc1ccccc1,-1,-11,2,1.7,0,-3,-8,-2
Cc1ccc(-c2c(C(=O)N/N=C/c3cccc(Cl)c3)nnn2-c2nonc2N)cc1,1,-7,-9,nt,2,0,-4,-7
Cc1ccc(-c2ccc3c(c2)O[C@H](CN(C)Cc2cncnc2)[C@@H](C)CN([C@@H](C)CO)S3(=O)=O)cc1,8,7,-6,?,-2,-2,-2,0
CCOC(=O)c1c(NC(=O)/C=C/c2ccc3c(c2)OCO3)sc(C)c1CC,-12,nt,nt,nt,nt,-6,-2,-5
CC(=O)c1ccccn1,-100,3,4,nt,-3,-4,9,2
Cc1ccc(C)c(N(CC(=O)NC2CCCC2)C(=O)CCCC(=O)Nc2ccccn2)c1,6,nt,nt,nt,nt,-1,-7,-10
COc1cccc(C2=NOC(C(=O)Nc3cc(C)on3)C2)c1 (centres undefined),2,-4,3,0.8,12,-3,7,-3
C=C[C@H](Cc1ccccc1)N(Cc1ccccc1)S(=O)(=O)N(Cc1ccccc1)[C@H](C=C)Cc1ccccc1,-7,-12,6,-0.1,-2,2,-14,9
COc1ccc(-c2ccc3nnc(SCC(=O)N4CCCC4)n3n2)cc1,0,-8,-9,nt,-2,nt,nt,1
CCCC(=O)Nc1ccc2c(c1)OC[C@H](C)N(C(=O)CC)C[C@@H](C)[C@H](OC)CN(C)C2=O,-2,6,2,-0.4,2,-1,2,-1
O=C(C[C@@H]1C=C[C@H](NC(=O)CCN2CCCCC2)[C@@H](CO)O1)Nc1nccs1,-8,13,4,-0.1,1,-1,0,-1
COc1ccc(Br)cc1CN(C)C(=O)c1cnc(C)cn1,-7,-1,5,nt,-3,-1,8,-2
CCOC(=O)c1cnc2cc(-c3ccc(C)cc3)nn2c1C,nt,-53,-5,0.4,-3,-2,-10,71*
CC1CC(=O)c2cnc(Nc3ccccc3)nc2C1 (centres undefined),-2,-12,5,nt,-2,-2,1,31
O=C(Cc1sc(-c2ccccc2)nc1-c1ccccc1)Nc1ccccc1,-8,nt,nt,nt,nt,-3,-5,-6
Nc1ccc(-c2ncc(-c3ccccc3)o2)cc1,-1,-9,2,nt,-1,-3,4,-62
Cc1onc(-c2ccccc2)c1CNC(=O)Nc1ccccc1,0,-3,nt,nt,0,nt,nt,-10
O=C(NCC(O)c1ccc([N+](=O)[O-])cc1)Nc1ccccc1 (centres undefined),-11,-6,-4,0.2,0,5,10,4
CCOc1cc(CN2CCN(S(=O)(=O)Cc3ccccc3)CC2)ccc1OC,0,2,1,-0.2,-2,0,9,-3
C=CCO/N=C(/CCC)C1=C(N)CC(C)(C)CC1=O,-6,-12,4,nt,0,13,2,-6
CC(=O)N(C)C[C@H]1Oc2cc(/C=C/c3ccccc3)ccc2S(=O)(=O)N([C@H](C)CO)C[C@H]1C,5,-2,0,-0.2,2,2,-5,0
O=C(/C=C/c1ccccc1Cl)N(Cc1cccs1)C1CCS(=O)(=O)C1 (centres undefined),-1,-12,-3,0.0,2,2,0,1
N#C/C(=C/c1ccc(F)cc1)c1nnc(NC(=O)c2ccccc2)s1,2,-28,-4,2.0,0,-4,-10,-5
COC(=O)[C@]1(Cc2ccccc2)N[C@H](CN(C)S(=O)(=O)c2ccc(OC(F)(F)F)cc2)[C@@H]2C(=O)N(Cc3ccccc3)C(=O)[C@@H]21,-3,-6,0,-0.2,-1,-5,-14,-2
CCCNC(=O)CC(NS(=O)(=O)c1ccc(OC)cc1)c1ccco1 (centres undefined),-13,-14,5,-0.1,1,nt,nt,nt
C[C@H]1CN([C@@H](C)CO)C(=O)c2cc(NC(=O)Nc3cccc4ccccc34)ccc2O[C@H]1CN(C)CC1CCCCC1,6,35,-3,-2.1,-2,-1,4,-8
# The list continues:
SMILES,ARNT-TACC3 inh,RAD52 inh,ERp5 inh,E-selectin induc,Casp6 inh,PglD DTNB,RAD54 inh,esBAF inh
CSc1ccccc1C(=O)OCC(=O)Nc1cccnc1Cl,-1,-4,0,0.4,0,0,-1,9
O=C(COc1ccc2ccccc2c1)N1CCN(C(=O)c2cccs2)CC1,-8,nt,nt,nt,nt,3,-1,0
Cc1ccc(NS(=O)(=O)c2cc(C(=O)N3CCN(C)CC3)ccc2C)cc1C,-3,-15,-9,nt,2,-2,11,-1
COc1ccc(C2C(C(=O)NCCCN3CCOCC3)c3ccccc3C(=O)N2c2ccc(OC)cc2)cc1 (centres undefined),35,-8,2,4.2,-1,-1,4,-4
CC(=O)Nc1ccc(-c2cn3c(n2)SCC3)cc1,19,-34,1,0.2,1,3,10,9
CC(=O)c1ccccc1C(=O)N1CCC(CCC(=O)NCc2ccc(F)cc2)CC1,nt,-9,5,-0.1,-1,-2,-8,12
COc1cc(C=NNc2ccccc2)ccc1OC(=O)c1ccccc1,nt,-1,5,nt,0,8,-13,41*
COc1ccc(S(=O)(=O)N2CCC(NC(=O)c3ccccc3)CC2)cc1,4,-16,2,-0.1,-5,-1,3,7
COCCNC(=O)C1CCCN(C(=O)c2cncc(Br)c2)CC1 (centres undefined),nt,-16,-1,nt,2,2,0,4
O=C(NNc1ncnc2c1cnn2-c1ccccc1)c1ccco1,-2,-1,9,0.9,0,2,3,nt
S=C(NCCc1c[nH]c2ccccc12)NC1CCCCC1,-16,-18,-4,nt,-2,nt,nt,nt
CCN(CC(=O)NC(C)(C)C)C(=O)COc1c(Cl)cc(Cl)c2ccc(C)nc12,13,-5,6,-0.5,-3,nt,nt,-8
Cc1nc(N)[nH]c(=O)c1Oc1cccc(C(F)(F)F)c1,-3,-10,1,0.4,5,-3,2,-9
CCN(CC)S(=O)(=O)c1ccc2c(c1)C(=NO)c1cc(S(=O)(=O)N(CC)CC)ccc1-2,-3,nt,nt,nt,nt,3,5,-2
Cc1noc(C)c1NC(=O)Nc1ccc2c(c1)C(=O)N([C@@H](C)CO)C[C@H](C)[C@H](CN(C)C(=O)Nc1cccc3ccccc13)O2,-3,-9,-1,-0.1,-1,2,11,3
O=C(NC1(Cc2ccccc2)CCN(CCc2cccs2)C1=O)c1ccccc1 (centres undefined),1,-16,-7,0.1,nt,-1,-2,1
COc1ccc(NS(=O)(=O)c2cccs2)cc1S(=O)(=O)N1CCOCC1,13,-1,-3,-0.2,-3,-1,-10,0
Cc1cc(C)cc(OCc2nnc(SCC(=O)OC(C)C)o2)c1,-15,nt,nt,nt,nt,-1,-7,2
Cc1ccc(NC(=O)CCCN2C(=O)C(c3ccccc3)Oc3cccnc32)c(C)c1 (centres undefined),nt,-11,0,-0.2,1,-2,2,-3
Cc1noc(C)c1S(=O)(=O)N(C)C[C@H]1Oc2ccc(NC(=O)Cn3cnnn3)cc2CC(=O)N([C@H](C)CO)C[C@H]1C,-12,-5,3,-7.8,0,1,-3,0
C[C@H](CO)N1C[C@H](C)[C@H](CN(C)C(=O)NC2CCCCC2)Oc2ncc(-c3cccc(C(F)(F)F)c3)cc2C1=O,-5,0,0,0.5,3,-3,-3,-4
COC(CN(C)S(=O)(=O)c1cc2c3c(c1)CCN3C(=O)CC2)OC,-6,-2,3,nt,9,0,3,-3
Cn1cccc1CN1CCC[C@]2(N[C@H](c3ccc(C(F)(F)F)cc3)[C@@H]3C(=O)N(Cc4ccccc4)C(=O)[C@@H]32)C1=O,nt,-56,2,nt,4,-6,0,-1
COc1ccc(CN2C3CCCC2CC(NC(=O)Nc2ccccc2)C3)cc1 (centres undefined),-4,nt,nt,nt,nt,7,-1,3
COc1ccccc1CCC(=O)N1CCN(S(=O)(=O)c2cc(C(F)(F)F)ccc2Cl)CC1,5,-15,-9,nt,1,0,0,-1
CC(C)c1ccccc1NC(=O)CCCC(=O)O,-2,nt,nt,nt,nt,-1,-3,-6
